Compound activity: PubChem, Broad Institute
Cneo AK release – Cryptococcus neoformans cell lysis inducers, primary screen, AK release luminescence, single concentration; C. neoformans lysis, adenylate kinase release luminescence, 4 h; normalised: neutral wells 0, clomiphene wells 100; lysis activity, % at 15 µM; 0.2% of 360,000 active; AID 651654, 2012;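 active = mean lysis activity across replicates of at least 80%, whatever share of replicates individually reach that level; inactive = mean lysis activity below 80%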
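Test system: log-phase Cryptococcus neoformans yeast cells. Input: 5 × 10^6 yeast cells/mL. Medium: fresh YPD growth medium. Doses: single dose. Incubation: static 4 h at 37 °C with compound, 1 h detection. Measured by: luminescent adenylate kinase detection reagent. Read-out: signal increase indicating cell lysis. Benchmarks: Clomiphene.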
RAD52 inh – RAD52 DNA annealing inhibitors, primary screen, biochemical, FRET, single point, set 2; recombinant RAD52 DNA annealing, FRET fluorescence; 0.46% of 360,000 active; AID 651710, 2012; inhibition, % at 18.7 µM; DNA repair protein RAD52 homolog (Homo sapiens), P43351;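 active = every replicate showing at least 50% inhibition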
Target sequence (P43351 whole entry, looked up): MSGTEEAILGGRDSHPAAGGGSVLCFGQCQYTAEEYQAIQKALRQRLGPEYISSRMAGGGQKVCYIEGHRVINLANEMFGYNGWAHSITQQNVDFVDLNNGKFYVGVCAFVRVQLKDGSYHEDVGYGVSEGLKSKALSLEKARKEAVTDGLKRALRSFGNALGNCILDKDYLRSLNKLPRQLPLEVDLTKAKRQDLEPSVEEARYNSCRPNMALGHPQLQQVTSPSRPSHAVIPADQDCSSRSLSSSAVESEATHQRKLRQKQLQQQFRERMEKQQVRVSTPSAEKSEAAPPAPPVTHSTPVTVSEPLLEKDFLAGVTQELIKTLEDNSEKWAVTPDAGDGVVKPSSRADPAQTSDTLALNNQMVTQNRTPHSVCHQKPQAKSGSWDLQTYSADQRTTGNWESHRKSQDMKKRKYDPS
miR-122 sensor – miR-122 Renilla sensor signal increase in Huh7, primary screen, miR-122 inhibitor project, cell-based, single point, plate reader. AID 602342, 2012. activation (reporter increase), % at 12.5 µM. Huh7 miR-122 Renilla luciferase sensor, 48 h; neutral wells = 0, positive control = 100. 0.3% of 340,000 active;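 active = mean replicate activation score at least 90 and every replicate individually at or above 90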;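 note: higher luciferase means less miR-122 activity so hits act as miR-122 inhibitors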
PGC1a acetyl inh – inhibitors of PGC1a acetylation signal, primary screen, cell-based, U2OS, AlphaScreen, inhibitor mode; AlphaScreen anti-acetyl-lysine; with virally co-expressed GCN5 acetyltransferase; inhibition, % at 15.6 µM; 0.17% of 350,000 active; AID 651687, 2012;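 active = every replicate shows inhibition of at least 40%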;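 note: 0% = neutral control wells and 100% = positive control wells; some results beyond the cut were filed as inactive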
PglD DTNB – C. jejuni PglD acetyltransferase inhibitors, primary screen, biochemical, DTNB colorimetric, single point. UDP-N-acetylbacillosamine N-acetyltransferase PglD (Campylobacter jejuni). purified PglD enzyme, DTNB colorimetric CoA detection. inhibition, % at 12.5 µM. 0.098% of 360,000 active; in the data active = inhibition above about 16%, passing the limit was not always enough; note: strong numbers were not always called active
RAD54 inh – inhibitors of human RAD54 branch migration, primary screen, biochemical, fluorescence, single point | DNA repair and recombination protein RAD54-like (Homo sapiens), Q92698 | RAD54 Holliday junction branch migration, FAM/BHQ fluorescence | inhibition, % at 10.4 µM | 0.14% of 360,000 active | AID 602329, 2012;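 active = mean normalized replicate activity at least 40 and at least half of replicates scoring 40 or more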;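 note: 0% = median of neutral control wells and 100% = median of positive control wells; inhibitors cause a drop in the FAM fluorescence signal; in these data hits start at about 50%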
ERAP1 HTS inh – human ERAP1 aminopeptidase inhibitors, primary screen, biochemical, single point, plate reader | Endoplasmic reticulum aminopeptidase 1 (Homo sapiens), Q9NZ08 | recombinant ERAP1, Leu-AMC fluorescence, 60 min | inhibition, % at 10.7 µM | 0.15% of 340,000 active | AID 652197, 2013;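 active = mean replicate inhibition of at least 30%, or all replicates individually reaching that 30% level; inactive = mean below 30% and not every replicate reaching it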;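 note: 0% = neutral control wells and 100% = L-leucinethiol positive control wells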
E-sel inducer – E-selectin induction in HUVECs, primary screen, imaging, HUVEC, immunofluorescence imaging, single point; P16581; activation, % at 7.58 µM; normalized: neutral wells 0, TNF-alpha wells 100; 0.37% of 260,000 active;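 active = mean E-selectin-positive cell signal at least 10% of the positive control, reached in at least 60% of replicates, without over 20% cell loss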;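 note: in these data hits start at about 27%; measured in HUVEC primary endothelial cells; signal is the percent of cells scored E-selectin positive by PE staining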
Target sequence (P16581 whole entry, looked up): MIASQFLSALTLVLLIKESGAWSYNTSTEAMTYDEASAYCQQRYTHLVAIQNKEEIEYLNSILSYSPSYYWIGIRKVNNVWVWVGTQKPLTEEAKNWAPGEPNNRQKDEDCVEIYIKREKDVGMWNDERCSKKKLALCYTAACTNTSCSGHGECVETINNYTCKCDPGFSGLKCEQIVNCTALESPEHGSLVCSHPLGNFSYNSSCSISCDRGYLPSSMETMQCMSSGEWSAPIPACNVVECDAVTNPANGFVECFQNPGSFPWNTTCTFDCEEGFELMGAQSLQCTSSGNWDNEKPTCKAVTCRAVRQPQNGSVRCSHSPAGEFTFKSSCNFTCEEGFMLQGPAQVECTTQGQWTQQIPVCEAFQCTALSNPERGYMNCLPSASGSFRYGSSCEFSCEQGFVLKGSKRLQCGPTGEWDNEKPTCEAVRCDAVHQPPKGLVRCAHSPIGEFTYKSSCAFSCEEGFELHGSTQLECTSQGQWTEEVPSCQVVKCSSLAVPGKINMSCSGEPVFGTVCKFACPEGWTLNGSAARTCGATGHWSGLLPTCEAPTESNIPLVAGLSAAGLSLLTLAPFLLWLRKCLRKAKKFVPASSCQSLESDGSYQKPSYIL
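System: HUVEC, human umbilical vein endothelial cells; quantity: 3,000 cells/well; buffer or medium: EGM-2 medium, gelatin-coated wells; dosing: single-point compound dose; detection: immunofluorescence imaging; evaluation: % PE-positive cells; benchmarks: TNF-alpha, DMSO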
An asterisk follows results filed as active; / = no result given; & = joins results of further samples; [ ] = dose if it differs, or a comment.

Molecule,Cneo AK release,RAD52 inh,miR-122 sensor,PGC1a acetyl inh,PglD DTNB,RAD54 inh,ERAP1 HTS inh,E-sel inducer
O=C(N/N=C/c1cc(Br)cc([N+](=O)[O-])c1O)c1ccc(NC(=O)c2ccc(F)cc2)cc1,-1,-10,-6,/,2,-2,-3,0.4
CSc1ccccc1NS(=O)(=O)c1ccccc1,-1,/,3,-30,-3,6,/,/
CN(Cc1ccccc1)C(=O)CN(C1CCCCC1)S(C)(=O)=O,-1,/,-6,49,-7,-2,/,/
CCC(=O)N1CC2(C1)[C@@H](c1ccccc1)[C@@H](CO)N2C(=O)c1ccccc1,/,18,/,10,/,/,0,-0.1
Cc1cc(Cl)ccc1OCC(=O)Nc1nc(-c2cccs2)cs1,2,/,0,11,-9,-1,/,/
O=C1CSC(=Nc2cccc(Cl)c2Cl)N1,0,-22,5,/,6,0,2,/
Cc1ccnc(NC(=O)CCN2C(=O)c3ccccc3S2(=O)=O)n1,-2,-14,/,/,-2,-8,-5,0.4
Cc1ccccc1-n1c(=O)c2ccccc2n2c(=O)[nH]nc12,-1,/,-10,12,-4,2,/,/
O=C(Nc1ccc(S(=O)(=O)Nc2ncccn2)cc1)C(F)(F)F,4,-12,2,5,-1,-3,-1,/
COc1ccc(C)cc1NC(=O)COCC(=O)O,0,/,-2,-3,-4,5,/,/
CC1CC2(C)Oc3ccccc3C3OCC1(CO)C(C)C32 (stereo not drawn),-1,-4,-1,-9,13,0,-3,/
COc1ccc(C2(NC(C)=O)CCN(C(=O)c3ccco3)CC2)cc1,-2,/,-6,/,-11,-4,/,/
CC(=O)Nc1ccc(NS(=O)(=O)Cc2ccccc2)cc1,1,/,3,8,1,-1,/,/
Cc1ccc(NC(=O)CCn2c(=O)c3cccn3c3ccccc32)c(C)c1,-7,-16,7,-19,-2,-7,0,0.5
C/C=C/c1ccc([C@H]2[C@@H](CNC(=O)NC(C)C)N(C(=O)C3CCC3)[C@H]2CO)cc1,-1,/,-7[16.7 µM],3,1,2,/,-0.3
COc1ccc(-c2ccc([C@@H]3[C@H]4CN(C(=O)C5CCCC5)CC(=O)N4[C@H]3CO)cc2)cc1,/,-17,/,5,/,/,-1,0.1
C[C@H]1CN([C@@H](C)CO)S(=O)(=O)c2ccc(C#Cc3ccc(F)cc3)cc2O[C@H]1CN(C)S(C)(=O)=O,-6,-1,-7[16.7 µM],-18,-1,-5,-1,-1.6
CCc1ccc(NC(=O)c2cnc(SC)nc2C)cc1,1,-41,/,2,1,2,2,/
COc1cccc(S(=O)(=O)N[C@@H]2CC[C@@H](CCNC(=O)Cc3ccncc3)O[C@H]2CO)c1,1,-37,/,-1,0,-6,2,-0.6
C=CCN1CCN(C(=O)c2cc3c(s2)CCCC3)CC1,-6,-16,-2,13,-3,-6,4,0.6
CN1C(=O)c2cccc(NC(=O)CCc3ccccc3)c2C1=O,-1,-6,-1,-13,2,-1,3,0.3
COc1ccc(CNC(=O)C[C@@H]2C[C@@H]3c4cc(NC(=O)C5CCC5)ccc4O[C@@H]3[C@H](CO)O2)cc1,4,23,31[16.7 µM],-3,8,-2,2,-0.6
COc1ccc(Nc2oc(-c3ccccc3)nc2C#N)cc1,-1,-4,0,-11,1,0,-4,3.3
Fc1ccc(CNCc2ccco2)cc1,-2,6,3,/,0,2,-1,0.3
CCOc1cc(/C=C2\SC(=O)N(CC(=O)Nc3ccccc3F)C2=O)cc([N+](=O)[O-])c1O,/,-16,-8,5,/,/,-10,/
O=C(NCCOc1ccccc1)C1CCC(=O)N(CCc2ccccn2)C1 (stereo not drawn),-6,-11,7,13,-3,-7,-2,/
CCOc1cc(-c2noc(CCC(=O)NCCc3ccccc3)n2)ccc1OC,2,5,1,-22,3,-1,6,-0.2
C[C@]12CCC(=O)C=C1[C@H](O)C[C@@H]1[C@@H]2[C@@H](O)C[C@@]2(C)[C@H]1CC[C@]2(O)C(=O)CO,1,-14,13,-8,7,5,-3,23
CCCNC(=O)N1CC2(C1)[C@H](c1ccccc1)[C@H](CO)N2CC1CCOCC1,/,-8,/,-13,/,/,6,0.4
CCOC(=O)Nc1ccc(C(=O)NCC2CCCO2)cc1 (stereo not drawn),3,/,-1,-3,-3,3,/,/
C[C@H]1CN([C@@H](C)CO)C(=O)c2cc(NS(=O)(=O)c3cn(C)cn3)ccc2O[C@@H]1CN(C)Cc1ccccc1,-2,-10,-8[16.7 µM],/,-5,-12,-1,0.6
O=C(NCCC(c1ccccc1)c1ccccc1)c1ccc(Br)o1,1,/,3,-109,-3,0,/,/
C=C(C)CCC1(C)NC(=O)N(c2ccccc2)N1 (stereo not drawn),1,-7,0,6,2,4,0,8.5
COc1ccc(Nc2nc(=O)[nH]nc2C)cc1,0,3,-5,2,-1,2,-3,/
COc1ccc(CNC(=O)c2nnn(Cc3ccc(OC)cc3)c2N)cc1,1,-13,0,/,1,8,-1,1.5
CCCCN(CC)C(=O)c1cc2c(=O)n3cccc(C)c3nc2s1,1,-16,29,2,1,10,-32,/
O=c1nc2s/c(=C\c3ccco3)c(=O)n2nc1Cc1ccccc1,1,/,-10,-6,-7,-1,/,/
Cc1c(CCC(=O)N[C@@H](CC(C)C)C(=O)O)c(=O)oc2cc3oc4c(c3cc12)CCCC4,-1,-13,-3,/,5,1,2,0.0
CC(C)(C)C1CCC(=NNC(=S)Nc2cccnc2)CC1 (stereo not drawn),/,-5,/,-11,/,/,9,3.7
CC1CC(C)CN(C(=O)c2nn(C)c3c2CSc2ccccc2-3)C1 (stereo not drawn),1,-11,-2,-7,2,9,3,0.0
Cc1ccc(S(=O)(=O)N[C@@H]2CC[C@H](CCn3cc(C4CCCCC4)nn3)O[C@H]2CO)cc1,-4,-4,/,-7,-1,5,-1,0.4
O=C(CSc1nnc(-c2ccccn2)o1)Nc1ccc(F)cc1,-1,-4,/,/,/,3,3,-0.5
CC1CCN(c2ccc3nnc(CCC(=O)NC(C)C)n3n2)CC1,-1,-6,-4,7,0,0,-1,0.4
CCCCn1c(N)c(N(CCC(C)C)C(=O)COC(=O)c2cccnc2OCC)c(=O)[nH]c1=O,-1,-13,/,/,6,-1,-2,/
COc1cc(/C=N/S(=O)(=O)CCc2ccccc2)ccc1O,1,/,-7,0,3,0,/,/
O=C(N[C@@H](Cc1ccccc1)C(=O)NC1CCCCCC1)c1ccco1,1,/,12,9,-7,-1,/,/
CCN(CC)S(=O)(=O)c1ccc(C(=O)N2CCc3ccccc32)cc1,/,-18,-5,-3,/,/,-2,0.1
C/C=C/c1ccc(C2[C@H]3CNC[C@@H]2N3C(=O)NCCC)cc1 (stereo partly drawn),/,-6&0,/,9&2,/,/,-1&-4,0.2&-0.2

3 entries already listed, arranged by SMILES length, falling.
Molecule,Cneo AK release,RAD52 inh,miR-122 sensor,PGC1a acetyl inh,PglD DTNB,RAD54 inh,ERAP1 HTS inh,E-sel inducer
C/C=C/c1ccc(C2[C@H]3CNC[C@@H]2N3C(=O)NCCC)cc1 (stereo partly drawn),/,-6&0,/,9&2,/,/,-1&-4,0.2&-0.2
CCN(CC)S(=O)(=O)c1ccc(C(=O)N2CCc3ccccc32)cc1,/,-18,-5,-3,/,/,-2,0.1
COc1cc(/C=N/S(=O)(=O)CCc2ccccc2)ccc1O,1,/,-7,0,3,0,/,/

The results go on.
Molecule,Cneo AK release,RAD52 inh,miR-122 sensor,PGC1a acetyl inh,PglD DTNB,RAD54 inh,ERAP1 HTS inh,E-sel inducer
CC(C)NC(=O)N(C)C[C@@H]1Oc2ccc(NC(=O)Nc3ccc(F)cc3)cc2CC(=O)N([C@@H](C)CO)C[C@@H]1C,0,11,-6[16.7 µM],6,0,3,1,-0.2
CC(C)c1cn(CC[C@H]2CC[C@@H](NS(=O)(=O)c3ccc(Cl)cc3)[C@@H](CO)O2)nn1,8,-21,/,0,0,-7,3,-0.3
Cn1nccc1C(=O)Nc1cccc(C(F)(F)F)c1,1,-4,-1,-8,7,-6,5,/
c1ccc(CCn2cccc2)nc1,0,-45,-8,-10,-5,-1,-1,-0.8
Cc1noc(C)c1NC(=O)N(C)C[C@@H]1Oc2ccc(NC(=O)Nc3ccc(F)cc3)cc2CC(=O)N([C@@H](C)CO)C[C@H]1C,-2,-6,-8[16.7 µM],8,-3,-4,2,-0.1
COc1ccc(CCN2CC(C(=O)NCc3cc(C(C)C)no3)CCC2=O)cc1 (stereo not drawn),25,-5,8,4,5,-24,6,/
COc1ccc(C(=O)NCC(=O)OCC(=O)NCc2ccc3c(c2)OCO3)cc1,0,-16,-7,-4,-1,-8,-2,-0.1
CCN(CC)S(=O)(=O)c1cccc(-c2nnc(SCCOc3ccccc3)o2)c1,0,4,15,-6,-1,-5,5,/
CCO[C@H]1OC(C(=O)N2CCN(C)CC2)=C[C@@H](c2ccc3c(c2)OCO3)[C@@H]1CCCO,1,-13,-5,/,-3,-8,-1,0.1
O=C1OCC(c2ccccc2)=C1c1ccc(S(=O)(=O)N2CCOCC2)s1,0,/,-3,2,-1,-2,/,/
COc1ccc(C(=O)N[C@H]2CCCCNC2=O)cc1OC1CCN(C(C)C)CC1,8,-2,-1,1,8,-7,0,/
NC(=O)c1nsc(C(=O)N(Cc2ccco2)C(C(=O)NCC2CCCO2)c2ccc(O)cc2)c1N (stereo not drawn),/,-7,-5,/,/,/,2,-0.1
COc1cc2nc(Cl)nc(N3CCCCC3)c2cc1OC,/,-13,-2,6,/,/,-2,3.5
N#Cc1nc(-c2ccco2)oc1NCCCN1CCOCC1,/,1,-3,-12,/,/,2,/
Cc1ccccc1OCC(=O)N/N=C1\CC(=O)CC(C)(C)C1,1,-1,-2,8,5,8,1,-0.1
N#Cc1ccc(-c2ccc([C@H]3[C@@H](CO)N4C(=O)CNC[C@@H]34)cc2)cc1,/,1,/,8,/,/,0,0.0
C[C@@H]1CCCCO[C@H](CN(C)C(=O)Nc2ccc(C(F)(F)F)cc2)[C@H](C)CN([C@H](C)CO)C(=O)c2cc(NC(=O)Nc3cccc4ccccc34)ccc2O1,0,-12,12[16.7 µM],/,2,0,2,0.2
CC(=O)N/C(=C\c1ccccc1)C(=O)OC(C)C(=O)N(C)c1ccccc1 (stereo not drawn),-1,-9,0,1,1,3,-2,0.5
COc1ccccc1C(=O)NC(=O)COC(=O)CCOc1ccccc1C,/,-18,-10,-12,/,/,-5,/
Cc1noc(C)c1S(=O)(=O)Nc1ccccc1OC(F)(F)F,-2,-10,/,1,-1,2,/,0.5
Cc1ccc(N(CC(=O)NCCc2ccccc2)C(=O)c2csnn2)cc1,0,-17,/,/,0,1,5,/
N#C/C(=C\c1ccc(OCCN2CCOCC2)cc1)C(=O)Nc1ccccc1F,0,-43,-4,-2,6,1,-1,-0.2
CC(C)NC(=O)COc1ccc(S(=O)(=O)N(C)Cc2ccccc2)cc1,0,-8,-4,1,3,2,0,0.3
O=C(N[C@@H]1CC[C@H](CCn2cc(-c3ccccn3)nn2)O[C@@H]1CO)c1ccncc1,10,-25&-10,/,6,2,1,0,0.0&6.7
